# From PubChem BioAssay
# IMP-1 inhibitor – IMP-1 metallo-beta-lactamase inhibitors, primary screen, biochemical, epi-absorbance readout, Pseudomonas aeruginosa enzyme | purified IMP-1, nitrocefin hydrolysis, epi-absorbance fluorescence | inhibition, % at 5.6 µM | hit rate 0.45% among 290,000;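 active = inhibition above the mean plus 3 SD of all compounds in the same screening run, cut at about 4.5% in these data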;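 note: 0% = IMP-1 with DMSO and 100% = DMSO wells lacking enzyme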
#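 System: purified IMP-1 / Input: IMP-1 dispensed at 0.2 nM / Medium: 50 mM HEPES pH 7.1, 50 µM ZnSO4, 0.05% Brij 35 / Timing: 15 min enzyme–compound preincubation, then 25 min nitrocefin reaction, 25 °C / Technique: plate fluorescence quenching by hydrolysis product, ex 480/em 530 nm / Repeats: singlicate testing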
# IDE cell activ – human IDE activators in live cells, primary screen, fluorescence polarization, HEK cells, FAbeta-B substrate; Insulin-degrading enzyme (Homo sapiens), P14735; FAbeta-B cleavage; 0% vehicle, 100% cell-free pure enzyme wells; activation, % at 5.96 µM; hit rate 0.073% among 340,000; AID 493087, 2011;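 active = activation above the mean of all tested compounds plus 3 SD, set per screening campaign, cut at about 17% in these data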
# pCIP destab – p/CIP-EGFP fusion destabilizers, primary screen, fluorescence, F442A cells. 16 h. decrease of EGFP signal, % at 10 µM. hit rate 0.01% among 290,000;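 active = EGFP signal decrease of at least 30% at 10 µM or well 3 SD below plate mean, unless failing retest; inactive = the rest, including hits failing retest or dose response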; note: some compounds called inactive have numbers as strong as hits; many of its hits are not listed in these tables
# Target sequence (Q05BA5 1-1403): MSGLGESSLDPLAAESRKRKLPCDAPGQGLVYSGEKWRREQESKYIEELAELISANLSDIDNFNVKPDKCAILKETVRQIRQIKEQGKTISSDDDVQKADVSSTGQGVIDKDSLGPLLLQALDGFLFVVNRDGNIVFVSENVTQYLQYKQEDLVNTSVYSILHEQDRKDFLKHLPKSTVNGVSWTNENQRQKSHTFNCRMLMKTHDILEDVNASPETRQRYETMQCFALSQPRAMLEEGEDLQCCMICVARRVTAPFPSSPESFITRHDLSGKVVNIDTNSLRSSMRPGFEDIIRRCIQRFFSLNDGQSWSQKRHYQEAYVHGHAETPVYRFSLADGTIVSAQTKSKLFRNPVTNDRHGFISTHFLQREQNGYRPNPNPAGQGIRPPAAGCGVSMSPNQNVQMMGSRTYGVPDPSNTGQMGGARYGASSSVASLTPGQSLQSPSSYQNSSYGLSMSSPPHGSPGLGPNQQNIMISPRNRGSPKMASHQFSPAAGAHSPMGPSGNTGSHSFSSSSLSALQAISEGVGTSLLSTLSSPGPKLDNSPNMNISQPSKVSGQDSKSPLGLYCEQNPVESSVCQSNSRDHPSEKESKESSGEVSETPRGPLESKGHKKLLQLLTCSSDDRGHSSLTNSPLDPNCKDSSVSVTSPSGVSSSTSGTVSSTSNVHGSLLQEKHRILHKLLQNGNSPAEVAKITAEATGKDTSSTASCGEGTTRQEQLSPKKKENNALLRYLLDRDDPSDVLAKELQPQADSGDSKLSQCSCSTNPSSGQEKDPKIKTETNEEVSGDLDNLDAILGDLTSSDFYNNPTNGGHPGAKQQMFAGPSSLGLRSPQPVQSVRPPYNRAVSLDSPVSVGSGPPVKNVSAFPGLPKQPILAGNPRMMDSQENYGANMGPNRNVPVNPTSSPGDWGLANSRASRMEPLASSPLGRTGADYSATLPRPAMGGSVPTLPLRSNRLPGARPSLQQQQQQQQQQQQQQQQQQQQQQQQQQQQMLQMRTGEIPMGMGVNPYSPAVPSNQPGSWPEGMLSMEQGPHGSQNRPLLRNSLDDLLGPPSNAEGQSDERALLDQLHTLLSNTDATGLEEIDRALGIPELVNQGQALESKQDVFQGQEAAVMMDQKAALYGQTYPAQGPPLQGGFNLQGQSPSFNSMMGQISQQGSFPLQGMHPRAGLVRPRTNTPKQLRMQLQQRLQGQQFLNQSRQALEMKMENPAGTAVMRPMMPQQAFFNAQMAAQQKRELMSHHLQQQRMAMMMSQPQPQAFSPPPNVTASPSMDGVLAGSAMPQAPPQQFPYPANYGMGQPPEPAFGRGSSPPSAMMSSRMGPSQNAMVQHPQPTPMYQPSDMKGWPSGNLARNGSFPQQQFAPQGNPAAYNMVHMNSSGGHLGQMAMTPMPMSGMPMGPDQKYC
# FID counter – compounds displacing fluorescent DNA intercalator, primary screen, artefact control for HCV NS3 helicase inhibitor project, biochemical, FID fluorescence | DNA fluorescent intercalator displacement | inhibition, % at 7.9 µM | hit rate 0.17% among 290,000 | AID 1845, 2009; in the data active = inhibition above about 37%;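 note: 0% = vehicle and 100% = reference compound; higher means more ethidium bromide displaced from hairpin DNA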
# UBC9 SUMO inh – inhibitors of in vitro SUMOylation cascade, primary screen, biochemical, HTRF, uHTS; AID 2006, 2009; HTRF SUMOylation assay, SAE1/SAE2 + UBC9; hit rate 0.36% among 290,000; inhibition, % at 35 µM; SUMO-conjugating enzyme UBC9 (Homo sapiens), P63279; in the data active = inhibition above about 50%, passing the limit was not always enough; note: strong numbers were not always called active
# HCV NS3 hel inh – inhibitors of HCV NS3 helicase, primary screen, biochemical, Cy5 molecular beacon fluorescence; Hepatitis C virus NS3 helicase; NS3 helicase DNA unwinding; inhibition, % at 10.9 µM; hit rate 0.56% among 290,000;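 active = inhibition above the mean of all tested compounds plus 3 SD, set per campaign, cut at about 35% in these data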;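 note: 0% = DMSO wells and 100% = thioflavine S control wells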
#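 assay system = NS3 helicase fragment of HCV | buffer or medium = MOPS pH 6.5, MgCl2, DTT, Tween20, BSA | timing = 60 min unwinding reaction at 25 °C after ATP addition | signal = Cy5 beacon fluorescence read at start and 1 h | read-out basis = % inhibition of unwinding | control set = low DMSO, high thioflavine S at 110 µM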
# PfM18AAP inh – PfM18AAP inhibitors, malaria aminopeptidase, primary screen, biochemical, QFRET, recombinant enzyme | hit rate 1.2% among 290,000 | AID 1822, 2009 | inhibition, % at 7.35 µM | H-Glu-NHMec fluorogenic cleavage;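 active = inhibition above the campaign mean inhibition over all tested compounds plus 3 SD, cut at about 28% in these data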;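 note: 0% = plate median of test compound wells and 100% = 2 mM ZnCl2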
# IDE cell inh – human IDE inhibitors in live cells, primary screen, fluorescence polarization, HEK cells, FAbetaB substrate. hit rate 0.41% among 320,000. Insulin-degrading enzyme (Homo sapiens), P14735. inhibition, % at 5.59 µM. FAbetaB cleavage. AID 434962, 2010;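 active = percent inhibition above the average of all tested compounds plus 3 SD, set per screening campaign, cut at about 16% in these data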;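 note: IDE supplied by intact live HEK cells; FP after avidin binding of uncleaved biotin substrate so inhibition keeps polarization high; 0% = DMSO wells and 100% = 60 µM reference IDE inhibitor Ii1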
# VIM-2 inhibitor – VIM-2 metallo-beta-lactamase inhibitors, primary screen, biochemical, epi-absorbance readout, Pseudomonas aeruginosa enzyme; purified VIM-2, nitrocefin hydrolysis, epi-absorbance fluorescence; hit rate 0.89% among 290,000; inhibition, % at 5.6 µM;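 active = inhibition above the mean of all tested compounds plus 3 SD, cutoff set per screening run, cut at about 7.5% in these data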;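 note: red hydrolysis product quenches plate fluorescence so inhibitors raise well fluorescence; 0% = enzyme with DMSO and 100% = DMSO without enzyme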
# * = called active by the depositor; / = not tested or not shown. Compounds were not picked by outcome. About 3.6% of those tested had a hit in this group.
SMILES,IMP-1 inhibitor,IDE cell activ,pCIP destab,FID counter,UBC9 SUMO inh,HCV NS3 hel inh,PfM18AAP inh,IDE cell inh,VIM-2 inhibitor
CCOC(=O)c1c(NC(=O)Cn2cnc([N+](=O)[O-])n2)sc(C)c1C,-3.1,8,12,1,-13,-1,0,-6,0.8
C/[N+]([O-])=C\C1C(=O)CC(C)(C)CC1=O,-1.8,0,2,-3,3,16,6,2,0.8
O=C(CN1CCC(NC(=O)c2ccco2)CC1)Nc1ccccc1[N+](=O)[O-],-2.4,/,4,5,-1,1,0,-3,-0.5
COc1cc(/C=N/N=C(N)N)ccc1OCc1ccc(Cl)cc1,-2.7,5,-6,16,2,-45,4,6,-1.2
O=S(=O)(CCc1ccncc1)c1ccc(Cl)cc1,-1.6,3,-8,2,-1,0,-8,0,1.0
FC(F)(F)c1cccnc1-n1cncn1,-0.4,-1,-3,2,7,-3,-1,7,-1.7
COC(=O)Cc1cc(=O)n2[nH]cnc2n1,0.3,4,-11,9,19,-4,3,1,0.5
CC1CCN(C(=O)C(Cc2ccccc2)NS(=O)(=O)c2ccc3c(c2)oc(=O)n3C)CC1 (configuration not stated),-3.6,0,-21,-11,20,2,-1,5,-4.1
COn1c(-c2ccccc2)nc2ncccc21,-1.5,4,-8,-4,18,2,-8,-1,0.3
Cc1ccc(NC(=O)c2cc(-c3cccc(O)c3)on2)cc1C,0.2,2,-5,-3,6,-6,2,-1,-1.0
O=C(CCCN1C(=O)/C(=C\c2cccs2)SC1=S)Nc1ccc(O)cc1,-2.0,-4,-11,-9,-4,-10,-1,1,-1.6
CC1Cc2cc(/C(O)=C3\C(=O)C(=O)N(Cc4cccnc4)C3c3ccccc3F)ccc2O1 (configuration not stated),1.3,1,-7,-46,2,11,7,6,2.6
COc1ccccc1N1CCN(S(=O)(=O)c2ccc(Cl)cc2)CC1,-1.5,-4,-9,-20,-10,-1,4,2,-1.6
COc1ccc(OC)c(C2=NNC(=NCc3ccc4c(c3)OCO4)SC2)c1,0.1,1,-22,-18,20,-14,16,1,-0.8
O=C(Nc1ccc(F)cc1F)NC1CC1,-2.3,6,1,-2,10,8,2,-3,-2.8
COCc1c(C(=O)OC)nnn1-c1ccccc1,1.4,1,0,-1,5,0,-2,4,0.2
O=S(=O)(NCC(c1cccnc1)N1CCN(c2ccc(F)cc2)CC1)c1cc(F)ccc1F (configuration not stated),-3.8,-2,/,-24,/,-7,1,-2,0.5
Cc1ccc(-n2ncc3c(NCc4ccc5c(c4)OCO5)ncnc32)c(C)c1,-4.1,-2,1,-32,-8,-6,0,-3,-5.1
COc1ccc(S(=O)(=O)n2nc(C)cc2C)cc1OC,-2.3,3,-12,-10,5,2,-1,0,-1.5
CCOC(=O)C(=CNc1cccc(C)c1C)C(=O)OCC,-3.0,1,-5,-12,5,2,1,-1,-3.2
CC(C)CNC(=S)NC(=O)c1csc([N+](=O)[O-])c1,-3.4,6,-4,4,1,2,-2,-3,-1.1
CCc1ccccc1N(C)S(=O)(=O)c1ccc2[nH]cc(C(=O)N3CCc4ccccc43)c(=O)c2c1,-2.5,0,11,-12,14,-39,-3,6,0.5
COc1ccc(S(=O)(=O)N2CCOCC2)cc1NC(=O)COC(=O)c1ccc(C)s1,-1.6,-1,8,-7,4,-12,-3,/,-1.6
Cc1ccc(S(=O)(=O)N2CCOC2CNC(=O)C(=O)NCc2ccccc2)cc1 (configuration not stated),-4.7,-2,2,-32,-5,-3,-1,10,-5.1
CSc1ccc(S(=O)(=O)NC2CCCCCC2)cc1,-6.9,-6,-18,-7,-6,4,-1,-1,-1.9
N/C(=N\c1nc2ccccc2o1)NC(=O)c1cccc(Br)c1,-1.9,/,0,-1,20,3,-2,-1,-3.2
COC(=O)Cn1c(CCS(=O)(=O)c2ccc(C)cc2)nc2ccccc21,-1.0,-1,-10,-4,10,0,-3,-3,-1.9
Nc1cc(=O)[nH]c(SCC(=O)NC2CCCc3ccccc32)n1 (configuration not stated),-0.1,-8,-4,-8,9,-8,-15,12,1.5
CC1=NN(c2nc(-c3ccc(C)cc3)cs2)C(=O)C1N=Nc1cccc(C)c1 (configuration not stated),-0.4,4,0,-1,16,16,6,3,2.1
O=C(Cn1cnc2c(nnn2-c2ccccc2)c1=O)NCCc1ccccc1,-2.8,-1,4,-2,-13,-3,-2,-3,-2.5
COC(=O)C1=CN(Cc2ccc(F)cc2)C=C(C(=O)OC)C1c1cc(OC)c(OC)c(OC)c1,2.4,0,-4,-39,0,2,0,3,-1.7
Cn1c(/C=C/c2ccc(Cl)cc2)c([N+](=O)[O-])c(=O)n(C)c1=O,-0.5,2,-13,-5,15,-5,3,3,-1.8
CCOCCCn1c(=S)[nH]c2cc(C(=O)N3CCN(c4ccccc4)CC3)ccc2c1=O,-3.6,4,-7,-62,3,-8,5,-1,-1.7
COc1cccc(OC)c1C(=O)Oc1ccc2c(c1)O/C(=C\c1ccncc1)C2=O,1.5,-4,-2,-4,18,-13,-4,3,-2.1
COC(=O)c1c(C)[nH]c(C(C)=O)c1C,-0.8,5,6,8,35,-4,1,8,-1.3
CCc1[nH]nc2c1C(c1ccc(Br)s1)C(C#N)=C(N)O2 (configuration not stated),-2.4,-1,-2,-1,8,6,25,11,5.8
COc1ccccc1NC(=O)c1ccc(S(=O)(=O)N2CCCC2)cc1,-5.2,2,-9,-11,17,-5,-10,3,0.7
Cc1ccccc1NCN1C(=O)C2CCC(C)(C1=O)C2(C)C (configuration not stated),-2.9,-1,-6,-1,26,12,-5,-2,-2.5
NC(=O)N/N=C/c1ccccc1OCC(=O)NCc1ccccc1,-2.0,5,-1,-7,3,4,-1,2,-2.1
COc1ccc(C(=O)Nc2cc3c(oc2=O)CCCC3=O)cc1,1.1,2,-13,-5,40,13,3,1,-3.3
CC(C)C(=O)N1CCN(c2ccccc2NC(=O)c2cccc3ccccc23)CC1,-1.4,3,-16,-36,3,0,8,-1,-1.8
CCOc1ccc(N2CC(C(=O)Nc3ccc(OC)c(S(=O)(=O)N4CCCCC4)c3)CC2=O)cc1 (configuration not stated),-2.3,-1,11,-34,-8,4,-2,7,-2.2
C/C(=N/NC(=O)CN1CCN(Cc2ccccc2)CC1)c1ccc([N+](=O)[O-])cc1,-2.3,9,13,6,5,-9,8,-1,1.3
CSc1ccc(CN(C)C(=O)CNC(=O)CNS(=O)(=O)c2ccc(C)c(C)c2)cc1,-4.7,-3,14,-35,8,10,-3,7,-1.4
Cc1c(C(=O)OC(C)C)nnn1-c1nonc1N,-6.1,-1,-5,0,15,-3,4,1,-4.9
CC1C/C(=N/NC(=O)c2cccs2)CC(C)(C)C1 (configuration not stated),-4.2,-5,0,-5,10,-7,-19,2,-5.1
OCC1(CCOc2ccccc2)CCN(CC2=Cc3cc(Cl)ccc3OC2)CC1,-2.6,5,-5,12,-16,-39,-9,3,-3.0
COc1cccc(-c2nc(-c3ccccc3)[nH]c(=O)c2C#N)c1,-0.8,-2,-18,-5,6,10,-2,2,0.9
O=[N+]([O-])c1cc2c(c(CSc3nnnn3-c3ccc(O)cc3)c1)OCOC2,-1.1,0,-2,11,0,1,5,2,1.7
O=C(CSc1nc2cc3c(cc2c(=O)n1CCC1=CCCCC1)OCO3)NCc1ccco1,-0.4,4,-4,0,24,2,-1,0,-2.2

# More results:
SMILES,IMP-1 inhibitor,IDE cell activ,pCIP destab,FID counter,UBC9 SUMO inh,HCV NS3 hel inh,PfM18AAP inh,IDE cell inh,VIM-2 inhibitor
O=C(NCCn1c(C(F)(F)F)nc2cc(C(F)(F)F)ccc21)[C@H]1CCCN1c1nc(CN2CCCCC2)cs1,-1.5,3,6,9,7,12,0,1,-1.6
c1ccc(N2CCN(c3nc4cc5c(cc4s3)OCCO5)CC2)cc1,-2.0,1,0,-5,-3,5,4,4,-2.4
O=C(NC1CC1)c1cc(Cl)ccc1[N+](=O)[O-],-3.5,1,-7,0,2,-3,-5,-1,-1.7
CCOC(=O)C1CCN(C(=O)c2ccccc2NC(C)=O)CC1,-1.9,1,-2,2,16,-2,-4,-5,-2.1
Cc1ccc(-c2csc3ncnc(-n4nc(C)cc4N)c23)cc1,-3.7,2,-11,-24,25,0,-10,-3,-2.0
CC(C)(C)C(=O)CC1(O)C(=O)N(Cc2ccc(Cl)cc2)c2ccccc21 (configuration not stated),-3.3,2,10,-24,10,6,3,-1,-1.6
CC(C)C(OC(=O)c1cccc(S(=O)(=O)NCC(F)(F)F)c1)C(=O)NC(N)=O (configuration not stated),-2.6,2,-4,-3,-3,-26,-3,9,-1.7
COc1ccc(C2C(C(C)=O)=C(O)C(=O)N2c2nccs2)cc1 (configuration not stated),-4.1,3,4,-1,6,1,0,-1,-0.6
Clc1ccc(CN2CCN(c3ncccn3)CC2)cc1Cl,2.6,-3,-46,-16,18,0,-14,0,0.4
CCC(=O)Nc1ccc(-c2ccc(N3CCCCC3)nn2)cc1,-0.9,0,-9,-17,/,1,3,3,-3.8
CCOC(=O)c1cc(C(=O)OCC)c2ccccn2c1=O,-2.0,5,2,-6,24,0,4,4,3.6
Nc1cc(=O)[nH]c(SCC(=O)N2CCc3ccccc3C2)n1,-2.9,6,-13,-9,20,3,5,-7,-4.1
CCc1cc(CNC(=O)CC2C(=O)NCCN2Cc2c(F)cccc2Cl)on1 (configuration not stated),-1.3,4,-19,-15,8,-8,1,0,-3.0
CS(=O)(=O)N(CC(=O)NCc1ccncc1)c1cc(Cl)ccc1Cl,-2.1,4,2,-1,-7,5,-4,0,-1.9
Clc1ccc(-c2nnc(-c3ccccc3)nc2N2CCSCC2)cc1,-2.2,-1,0,-6,-2,1,-3,4,-2.0
CCOc1ccc(CCNC(=O)CCNS(=O)(=O)c2ccc(Br)cc2)cc1OCC,-2.6,1,-10,-39,5,0,-6,-2,-1.2
N#Cc1ccccc1CSc1nnc(Cc2ccccc2)o1,-2.3,-3,1,-15,30,6,0,3,-1.9
Cc1ccc2c(CN(C)Cc3ccc(Cl)cc3)cc(=O)oc2c1,-0.7,3,-7,-28,-1,-10,6,-8,-1.2
Cc1ccc(N(CC(=O)Nc2c(C)n(C)n(-c3ccccc3)c2=O)S(C)(=O)=O)c(C)c1,-2.5,3,-23,-13,-4,9,1,0,-2.8

# Single records (already shown). Order of values: IMP-1 inhibitor, IDE cell activ, pCIP destab, FID counter, UBC9 SUMO inh, HCV NS3 hel inh, PfM18AAP inh, IDE cell inh, VIM-2 inhibitor
# `CCc1cc(CNC(=O)CC2C(=O)NCCN2Cc2c(F)cccc2Cl)on1` (configuration not stated) as listed: -1.3, 4, -19, -15, 8, -8, 1, 0, -3.0
# `CCOC(=O)c1cc(C(=O)OCC)c2ccccn2c1=O` as listed: -2.0, 5, 2, -6, 24, 0, 4, 4, 3.6
